PMI inhibition: MPI inhibition at elevated mannose 6-phosphate – biochemical, fluorescence intensity, high mannose 6-phosphate, primary screen (AID 1220); recombinant PMI enzyme, coupled fluorescence intensity; higher % means a stronger effect; inhibition, % at 20 µM, or IC50 in µM where a hit was titrated; 190,000 tested, 0.66% active
PMI inhibitors: MPI enzyme activity inhibition – biochemical, fluorescence intensity, coupled assay, primary screen (AID 1209); purified PMI enzyme, coupled fluorescence intensity; higher % means a stronger effect; one-dose inhibition, % at 20 µM; IC50 in µM for titrated hits; 190,000 tested, 0.42% active;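 further: plate controls were DMSO vehicle for no effect and wells lacking substrate for full effect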
UTI89 phage lysis: protection from phage-mediated lysis, alamar blue read-out – E. coli UTI89, K1F phage, bacterial capsule biogenesis inhibitors (AID 488966) | E. coli UTI89 K1F phage lysis, alamar blue, 2 h; higher % means a stronger effect | 340,000 tested, 0.02% active | one-dose inhibition, % at 100 µM; IC50 in µM for titrated hits;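 active means phage lysis inhibition, versus mean bacterial control, above a set limit; inconclusive means no clear call, values can overlap the other calls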;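 further: capsule biogenesis inhibitors block K1F phage lysis so surviving cells raise fluorescence; higher fluorescence means more inhibition of phage lysis; actives were called in the ten point dose series up to 300 µM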
TNAP activators: human TNAP enzyme activators, primary screen, biochemical, luminescent, no phosphate acceptor, uHTS (AID 1001); purified TNAP, luminescent activation assay, no phosphate acceptor; higher activation fold means a stronger effect; activation fold at 20 µM; hits with a dose series show EC50 in µM; 200,000 tested, 0.03% active; in the data active means activation fold from about 3, or a potency from the dose series; inactive means the rest, 99 in 100 with activation fold below about 1.6; further: many of its hits are not listed in these tables
M17LAP inhibition: P. falciparum M17LAP inhibitors, primary screen, biochemical, fluorogenic H-Leu-NHMec substrate, 1536-well (AID 1619) | recombinant M17LAP, H-Leu-NHMec fluorogenic kinetic assay; higher % means a stronger effect | inhibition, % at 30 µM; hits with a dose series show IC50 in µM | 220,000 tested, 0.38% active;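 active means compound inhibiting the enzyme by more than half at any dose during confirmatory dose-response retesting; inconclusive means strong single-dose inhibitors picked by rank but not retested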;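 further: plate controls were full reaction with DMSO carrier for no effect and no enzyme background for full effect; strong numbers were not always called active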
M1AAP inhibition: malaria alanyl aminopeptidase activity blockers – biochemical, fluorogenic H-Leu-NHMec substrate, 1536-well (AID 1445). recombinant M1AAP, H-Leu-NHMec fluorogenic kinetic assay; higher % means a stronger effect. inhibition, % at 30 µM; hits with a dose series show IC50 in µM. 220,000 tested, 0.42% active;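 active means primary inhibition above the hit cutoff, then over 50% inhibition at one or more dose response concentrations, cut at about 23% in these data, passing the limit was not always enough; inconclusive means conflicting primary data, or primary hits not chosen for dose response; inactive means low primary inhibition, or under 50% at every dose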;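 further: plate controls were DMSO full reaction for no effect and no enzyme background for full effect; strong numbers were not always called active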
RSV antiviral HEp-2: RSV antiviral activity via CPE protection, HEp-2 cells, primary 10 µM value included (AID 2391) | HEp-2 cells, RSV-induced CPE inhibition; higher % means a stronger effect | CPE inhibition, % at 10 µM, or IC50 in µM where a hit was titrated | 310,000 tested, 0.13% active; in the data active means a potency from the dose series; inconclusive means CPE inhibition mostly from about 23% at the one dose, without a potency; inactive means the rest, 99 in 100 with CPE inhibition below about 21%; further: strong numbers were not always called active
West Nile antiviral: West Nile virus antiviral activity, cell-based, CPE readout (AID 1621) | West Nile virus-infected cells, CPE inhibition; higher % means a stronger effect | CPE inhibition, % at 10 µM, or IC50 in µM where a hit was titrated | 290,000 tested, 0.02% active; in the data active means a potency from the dose series; inconclusive means CPE inhibition mostly from about 3.7% at the one dose, without a potency; inactive means the rest, 99 in 100 with CPE inhibition below about 2.2%; further: strong numbers were not always called active
T cell modulator: T cell immune modulation candidate. 2C CD8+ T cell-vesicle binding, flow cytometry; stronger effect = lower value. calls only at 7 µM. 330,000 tested, 0.068% active. AID 2052;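 active means response, share of CD8 T cells binding vesicles, and their 90th percentile fluorescence all below set limits, cut at about 80% in these data, passing the limit was not always enough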
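Also added: QL9-peptide-loaded Drosophila micro-vesicles bearing Ld, ICAM-1 and B7-1; Test system: purified 2C TCR transgenic mouse naive CD8+ T cells; Measured by: cytometric PE anti-B7-1 and Alexa647 anti-CD8 signals after 1% paraformaldehyde fixation; Timing: binding step 1.5 h, 37 °C, antibody labelling 20 min, ice.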
T cell modulator vesicle-bound %: recorded beside T cell modulator, whose call it bears; double positive events, %; measured here: CD8+ vesicle-bound cell fraction;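 binding gate set so that unloaded-vesicle control wells show 10% double positive cells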
* hit, by the source's call; i = inactive; ? = inconclusive; . = no result given; [ ] = dose if it differs, or a comment. Unless noted, no stated cut-off is given here; in the data, active means inhibition above about 50%; inactive means the rest. Hits appear at their usual frequency; 1.5% or so of the library scored in one or more.

Second line of a record – PMI inhibition | PMI inhibitors | UTI89 phage lysis | TNAP activators | M17LAP inhibition | M1AAP inhibition | RSV antiviral HEp-2 | West Nile antiviral | T cell modulator | T cell modulator vesicle-bound %
CCOc1ncccc1C(=O)NCc1ccc(OC)c(OC)c1
 : -5% | 3% | 3.2% | 1 | 1% | 2% | 0.1% | -1.2% | i | 25
CCOc1cccc2sc(NC(=O)CCS(=O)(=O)c3ccccc3)nc12
 : . | . | 0.0% | . | . | . | ? | ? | i | 36
Cc1cc(NC(=O)CSc2ncnc3sccc23)no1
 : 13% | 7% | -0.1% | 1 | 0% | 0% | 4.1% | -0.3% | i | 48
COc1cc(OC)cc(C(=O)NNC(=O)Cc2ccc(OC)c(S(=O)(=O)N3CCOCC3)c2)c1
 : -3% | 3% | 3.6%[50 µM] | 1.3 | 0% | 0% | -0.3% | -0.3% | i | 42
Cc1c(Cl)cccc1NC(=O)CCCCCN1C(=O)CCC1=O
 : -2% | 3% | -0.1% | 1.1 | 5% | 2% | 0.5% | 1.0% | i | 57
Fc1ccc(Nc2nc3ccccc3s2)cc1
 : 8% | 8% | 0.0% | 1.1 | 4% | 8% | 11% | -1.7% | i | 43
Cc1cc(CN(C)C(=O)c2ccc3nc(Cc4ccccc4F)oc3c2)n[nH]1
 : . | . | -0.1% | . | . | . | 3.0% | -0.6% | i | 64
Cc1ccccc1C(=O)NC1CCN(CC(=O)Nc2nccs2)CC1
 : -4% | 1% | 0.8% | 1 | -1% | -2% | 1.5% | -0.6% | i | 29
CCCc1cc(=O)oc2cc(OCc3cc(OC)c(OC)c(OC)c3)c(Cl)cc12
 : 6% | 7% | 3.9% | 1.1 | -4% | 7% | 0.9% | 0.1% | i | 52
O=C(c1ccc(N2CCCS2(=O)=O)cc1)N1CCN(c2ccccc2)CC1
 : . | . | 0.5% | . | . | . | 1.2% | -0.2% | i | 32
COc1ccc(S(=O)(=O)Nc2nc3ccccc3nc2Nc2cccc(C(=O)O)c2)cc1
 : . | . | -1.5% | . | . | . | 0.8% | 0.6% | i | 16
CNC(=S)N/N=C/c1c(C)cccc1Cl
 : . | . | 0.1% | . | 1% | 0% | 3.1% | 0.0% | i | 4
COc1ccc(S(=O)(=O)CCC(=O)NCCc2cccc(C)c2)cc1
 : -3% | 0% | -2.8% | 1.1 | 5% | 0% | -0.6% | 0.3% | i | 1
COc1ccc(N(CC(=O)NC2CC3CCC2C3)S(=O)(=O)c2ccccc2)cc1OC (stereo not drawn)
 : . | . | -0.4% | . | . | . | 0.9% | -0.9% | i | 11
COc1cc(Cl)ccc1OCc1cc(C(=O)N(C)CCc2c(C)n[nH]c2C)no1
 : . | . | 1.2%[50 µM] | . | . | . | 1.2% | -0.9% | i | 4
Cc1ccc(NC(=S)NCc2cccn2C)cc1
 : -34% | -31% | -2.0% | 0.8 | -3% | 1% | -1.3% | 0.2% | i | 6
CC(C)CC(=O)Nc1ccc(Oc2ccc(NC(=O)CC(C)C)cc2)cc1
 : -10% | -10% | 0.3% | 1.1 | -2% | 5% | 2.4% | 0.5% | i | 7
COc1cc(/C=C2\SC(=Nc3c(C)n(C)n(-c4ccccc4)c3=O)NC2=O)ccc1O
 : 15% | 13% | 0.0% | 0.9 | 35% | 18% | . | -0.2% | . | .
COc1ccc(C(=O)N/N=C/c2sc(N3CCOCC3)nc2-c2ccccc2)cc1OC
 : -8% | -6% | -0.2% | 1 | 1% | 5% | -1.1% | -0.2% | i | 51
CC(C)(C)C1CCC(=NNC(=O)c2ccco2)CC1 (stereo not drawn)
 : . | . | 2.0%[50 µM] | . | . | . | -0.1% | 0.0% | i | 8
CC(C)(C)c1cc[n+](CC(=O)Nc2cc(C(F)(F)F)ccc2N2CCOCC2)cc1
 : -1% | 4% | 0.1% | 0.9 | 8% | 1% | 1.6% | 0.0% | i | 34
N#Cc1ccccc1NC(=O)c1ccc2c(c1)OCO2
 : . | . | -1.3% | . | . | . | -2.8% | -0.9% | i | 33
Cc1nnc(NC(=O)CN2CCN(Cc3ccccc3)CC2)s1
 : . | . | -1.2% | . | . | . | -0.1% | -0.4% | i | 54
COCCN1CCc2[nH]c(=S)[nH]c(=O)c2C1
 : 11% | 13% | 0.6%[50 µM] | 1.1 | 29% | 2% | -0.2% | 0.3% | i | 8
CSCC(=O)Nc1ccc(F)c(Cl)c1
 : . | . | 0.4% | . | 2% | -3% | 0.3% | -0.3% | i | 27
Cc1cccc(C(=O)Oc2ccccc2-c2nnco2)c1
 : -10% | -10% | 0.4% | 1 | -11% | -1% | . | -0.1% | i | 48
COc1cccc(NC(=O)C2CCCN(S(=O)(=O)c3cccc4nonc34)C2)c1 (stereo not drawn)
 : -2% | -2% | 0.8% | 1.1 | -9% | 1% | -0.6% | 0.8% | i | 41
O=S(=O)(C/C(=C/CO)S(=O)(=O)c1ccccc1)c1ccccc1
 : 0% | 1% | -0.3% | 1.1 | -5% | 0% | 2.0% | 0.2% | i | 13
C=C(CO)C1Cc2cc(C(C)=O)ccc2O1 (stereo not drawn)
 : . | . | 8.8% | . | -5% | 2% | 3.2% | -0.2% | i | 21
CC1CCN(C(=O)CN(CCc2ccccc2)S(C)(=O)=O)CC1
 : -8% | -2% | 0.6% | 1.1 | 1% | 3% | 1.7% | -0.7% | i | 25
COc1ccc(C2C=C(C34CC5CC(CC(C5)C3)C4)NC(=S)N2)cc1 (stereo not drawn)
 : 7% | 11% | 0.8% | 0.9 | 15% | 10% | 15% | -1.9% | i | 64
COc1ccccc1NC(=S)NCc1cccnc1
 : -15% | -4% | 2.5% | 1.1 | -3% | 3% | 2.9% | 0.4% | i | 16
O=C(/C=C/c1cccc(Cl)c1)Nc1ncccn1
 : -7% | -5% | 3.9% | 1.1 | -7% | 2% | 2.9% | -0.2% | i | 46
CC(=O)c1ccc(N2CCN(C(=S)Nc3ccccc3C(F)(F)F)CC2)cc1
 : -4% | -1% | 0.3% | 1 | -4% | 1% | -1.9% | -1.2% | i | 26
COC(=O)c1cc(C(=O)OC)cc(N2C(=O)CC(Sc3nc(C)cc(C)n3)C2=O)c1 (stereo not drawn)
 : 12% | 20% | -0.4% | 1 | 9% | -7% | 0.0% | 0.1% | i | 48
CN(C)CCCn1c(SCC(=O)N2c3ccccc3Sc3ccccc32)nc2ccccc2c1=O
 : 6% | 7% | 9.8% | 1.6 | 0% | 4% | -1.6% | -1.5% | i | 34
CCNc1nc(NCC)nc(N/N=C(\C)c2ccc(OC)cc2)n1
 : -6% | -10% | 0.2% | 1.1 | 1% | 4% | 5.6% | -1.1% | i | 48
COc1ccc(C(=O)N/C(=C\c2ccco2)C(=O)NCCCn2ccnc2)cc1
 : 3% | 3% | 0.2% | 1 | 12% | 2% | -0.1% | 0.1% | i | 35
Nc1nc(CN2CCN(c3ccc(F)cc3)CC2)nc(N2CCCc3ccccc32)n1
 : 12% | 8% | 0.1% | 1 | 6% | 5% | 3.3% | -0.2% | i | 16
CC(=O)c1ccc(Sc2ccc(C(C)=O)cc2)cc1
 : 0% | 9% | 9.2% | 1.2 | 10% | 6% | 2.0% | -1.0% | i | 34
CCc1ccc(Cn2nnc(C(=O)Nc3ccc(OC)cc3OC)c2N)cc1
 : 0% | 7% | 3.1% | 1.2 | -6% | 0% | -0.6% | -0.6% | i | 63
Cc1ccc(NC2CCCN(C(=O)CCCN3CCCCC3=O)C2)cc1C (stereo not drawn)
 : . | . | 1.5%[50 µM] | . | . | . | 0.0% | -1.4% | i | 4
COc1cc(C(=O)OCC(=O)Nc2ccc(C)cc2)cc(OC)c1OC
 : . | . | 0.0% | . | . | . | 11% | -1.1% | i | 38
CC(=O)N1c2ccc(S(=O)(=O)N3CCC(C(=O)NCc4ccc(F)cc4)CC3)cc2CC1C (stereo not drawn)
 : . | . | 2.5% | . | . | . | 2.0% | -0.5% | i | 10
COc1ccccc1N1CCN(c2nc3ccccc3nc2C(C#N)C(=O)OC(C)C)CC1 (stereo not drawn)
 : 8% | 12% | 7.5% | 1 | 6% | 1% | 1.4% | 0.2% | i | 5
CCc1nn(-c2cc(Oc3ccccc3)nc(-c3ccccc3)n2)c(N)c1C#N
 : 4% | 8% | 0.5% | 1.1 | -7% | -5% | -0.8% | 0.5% | i | 56
O=C(CN(Cc1ccccc1C(F)(F)F)C(=O)CNC(=O)c1ccco1)NC1CCCC1
 : 5% | 10% | -0.8% | 1.1 | 1% | 5% | -0.6% | -0.6% | i | 31
Cc1ccc(C)c(N(C)C(=O)COc2cc(=O)n(C)c3ccccc23)c1
 : 1% | -3% | 6.7% | 1.2 | 12% | -1% | -0.1% | -0.3% | i | 30
O=C(CC(=O)NC1CCCCC1)N/N=C/c1ccccc1F
 : -2% | -7% | . | 1.2 | -6% | 3% | 2.6% | -0.7% | i | 31
COc1ccc(/C=C/c2nc(-c3ccccc3O)n[nH]2)cc1
 : 9% | 20% | 3.7% | 2.3 | -8% | 3% | ? | -1.6% | i | 33
CC(Cl)C(=O)NC(=O)NC12CC3CC(CC(C3)C1)C2 (stereo not drawn)
 : -6% | 1% | 5.1% | 1 | 1% | 2% | 1.7% | 1.9% | i | 34
CCOC(=O)c1c(C)nc2cc(C)ccn12
 : -3% | 2% | 2.2% | 1.1 | 7% | 1% | 1.7% | . | i | 8
O=C(NC1CCCC1)c1ccc2c(c1)S(=O)(=O)c1ccccc1C2=O
 : . | . | 0.5% | . | . | . | 1.6% | 0.0% | i | 31
COc1ccc(C2NC(=O)c3sc(=S)n(-c4ccccc4)c3N2)cc1 (stereo not drawn)
 : -52% | -32% | -0.3% | 1 | 21% | 1% | 1.6% | 0.1% | i | 34
O=C(NNC(=O)C1CCN(Cc2ccc(Cl)c(Cl)c2)CC1)c1cccs1
 : 8% | 7% | -0.2% | 1.3 | 2% | 3% | 0.8% | 0.2% | i | 34
COc1ccccc1/C=C/C(=O)Nc1ccc(N2CCOCC2)cc1
 : 0% | -8% | 0.3% | 1 | -2% | 10% | -0.1% | -0.5% | i | 31
CC(C)c1nnc(NC(=O)c2cccc(NC(=O)C(F)(F)F)c2)s1
 : 10% | 14% | -0.4% | 1.1 | -5% | -4% | 4.7% | 0.0% | i | 35
O=C(Nc1ccc(-c2nc3cccnc3s2)cc1)c1ccc(Cl)nc1
 : . | . | 0.2% | . | -11% | 0% | 2.9% | -0.1% | i | 12
Cc1nn(C(=O)c2ccco2)c(C)c1Sc1ccc(Cl)cc1
 : -4% | 6% | 1.5%[50 µM] | 1.5 | 4% | -2% | 17% | -0.8% | i | 5

Screening data as filed in PubChem.
